Tb hexokinase = T. brucei hexokinase 1 inhibition | recombinant TbHK1, G6PDH-coupled NADH A340 | inhibition, % at 10 µM | 220,000 compounds, 0.11% hits | AID 1430;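 active = inhibition of 50% or more in the single-dose primary screen; inactive = inhibition below 50%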
zVAD death inh = blocks zVAD induced death of L929 cells; L929 zVAD necroptosis rescue, ATP luminescence, 24 h; with zVAD 60 µM; 220,000 compounds, 0.38% hits; viability rescue, % at 10 µM; AID 1377;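 active = activation, scaled between plate controls, above about 75%, limit read from the data; inactive = activation under that limit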;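 also: 0% = zVAD with DMSO and 100% = DMSO alone without zVAD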
14-3-3 Bad PPI = disrupts binding of bovine 14-3-3 zeta to phospho-Bad peptide; P63103; TR-FRET 14-3-3zeta/Dy647-pBad peptide displacement, 1 h; inhibition, % at 21.7 µM; 220,000 compounds, 0.71% hits; AID 781;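 active = inhibition above about 70%, limit read from the data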;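 also: 0% = full 14-3-3 plus peptide FRET controls and 100% = background without 14-3-3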
Target sequence (P63103 whole entry, looked up): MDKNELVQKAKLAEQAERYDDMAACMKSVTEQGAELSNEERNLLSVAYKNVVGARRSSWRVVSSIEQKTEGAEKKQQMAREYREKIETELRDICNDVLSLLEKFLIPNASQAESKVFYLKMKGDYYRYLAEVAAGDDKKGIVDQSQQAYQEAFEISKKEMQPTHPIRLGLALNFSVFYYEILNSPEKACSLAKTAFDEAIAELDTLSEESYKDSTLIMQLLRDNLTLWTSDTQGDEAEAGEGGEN
NCF1 inh = p47phox (human) inhibition; P14598; p47phox/p22phox peptide binding, fluorescence polarization, 2 h; inhibition, % at 24.7 µM; 220,000 compounds, 0.53% hits; AID 1274;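 active = inhibition above about 30%, limit read from the data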;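 also: 0% = p47phox with labelled peptide and 100% = labelled peptide alone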
Runt-CBFb FRET = blocks binding of human RUNX1 Runt domain to CBFb; inhibition, % at 20 µM; 220,000 compounds, 0.46% hits; Cerulean-Runt/Venus-CBFb FRET ratio 530/480, 1 h; AID 1496;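 active = inhibition over about 50% at 20 µM in the single-dose screen, limit read from the data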;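 also: 0% = DMSO wells and 100% = excess unlabeled CBFb competitor control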
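test system = Cerulean-Runt domain fusion protein, energy donor | probe or stimulus = Venus-CBFb binding partner, 100 nM | incubation = two 1 h room-temperature incubations shielded from light | detection = fluorescence energy transfer, 422 nm excitation, 530/480 nm emission | measure = loss of energy transfer signal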
Hck-Nef inh = human Hck-Nef kinase inhibition | P08631 | 220,000 compounds, 0.68% hits | inhibition, % at 20 µM | Recombinant Hck-YEEI plus Nef, Z-Lyte FRET kinase assay | AID 463187;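 active = Hck-Nef kinase inhibition above about 50%, limit read from the data; inactive = inhibition below that limit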;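 also: 0% = DMSO with Hck plus Nef and 100% = Hck alone without Nef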
Runt-SMMHC FRET = blocks binding of human RUNX1 Runt domain to CBFb-SMMHC; Q01196+Q13951; Cerulean-Runt/Venus-CBFb-SMMHC FRET ratio 530/480, 1 h; inhibition, % at 20 µM; 220,000 compounds, 0.74% hits;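 active = mean inhibition across duplicate retests at 20 µM reaching about 50%, limit read from the data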;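 also: 0% = DMSO wells and 100% = wells with excess untagged CBFb-SMMHC; inhibitors lower the FRET ratio by blocking Runt binding to CBFb-SMMHC; some results filed as inactive read as strong as hits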
Mdm2 ligase inh = inhibitors of human Mdm2 E3 ubiquitin ligase; AID 1230; signal enhancement, % at 5 µM; 210,000 compounds, 0.11% hits; Q00987; cell-based MDM2 ubiquitination luciferase reporter, 2 h; 0 = plate control, 100 = twice control, blank-subtracted;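 active = signal enhancement of 30% or more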;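 also: luminescence tracks abundance of the self-degrading MDM2-luciferase fusion protein; higher signal means inhibition of MDM2 E3 ligase activity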
Target sequence (Q00987 whole entry, looked up, the tested form may be a part): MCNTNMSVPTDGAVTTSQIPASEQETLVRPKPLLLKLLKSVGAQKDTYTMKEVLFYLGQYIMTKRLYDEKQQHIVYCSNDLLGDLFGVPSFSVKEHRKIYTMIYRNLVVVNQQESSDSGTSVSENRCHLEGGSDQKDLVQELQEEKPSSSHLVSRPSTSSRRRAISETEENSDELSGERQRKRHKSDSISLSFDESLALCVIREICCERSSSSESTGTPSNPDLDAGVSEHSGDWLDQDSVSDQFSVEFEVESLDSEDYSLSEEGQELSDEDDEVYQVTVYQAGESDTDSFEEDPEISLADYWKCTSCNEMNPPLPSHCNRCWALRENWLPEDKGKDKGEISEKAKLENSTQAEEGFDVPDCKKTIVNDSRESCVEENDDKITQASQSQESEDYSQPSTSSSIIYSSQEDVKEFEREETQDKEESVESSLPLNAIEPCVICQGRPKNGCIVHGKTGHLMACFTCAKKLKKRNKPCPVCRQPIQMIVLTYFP
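Assay system: mammalian cells stably expressing self-ubiquitinating, self-degrading MDM2 E3–luciferase fusion. Quantity: 2000 cells in each well. Medium: DMEM culture medium. Compound dosing: single-point 5 µM. Timing: cell settling 4 h, compound treatment 2 h, both 37 °C. Technique: luciferase luminescence. Read-out basis: percent signal gain over controls, blank-subtracted. Benchmarks: plate controls and plate blanks.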
EBV gp42 inh = EBV gp42 inhibition; AID 1085; Q1HVG2; 220,000 compounds, 0.42% hits; inhibition, % (tested at 21.74 µM); Fluorescence polarization binding assay, mP read-out; in the data active = inhibition above about 50%
Target sequence (Q1HVG2 whole entry, looked up): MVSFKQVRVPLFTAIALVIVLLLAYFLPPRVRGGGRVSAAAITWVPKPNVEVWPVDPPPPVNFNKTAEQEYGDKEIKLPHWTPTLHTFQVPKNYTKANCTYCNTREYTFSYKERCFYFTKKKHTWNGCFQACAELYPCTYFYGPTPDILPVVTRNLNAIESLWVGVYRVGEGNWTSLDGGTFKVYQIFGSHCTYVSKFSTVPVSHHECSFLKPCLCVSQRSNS
The depositor's hits bear a star; [ ] = remark or other dose. This is a random part of the collection; 3.2% or so of the library scored in one or more.

The first 2 records, to show the layout:
Results for Cc1ccc[n+](CC(=O)Nc2cc(C(F)(F)F)ccc2Cl)c1 ?
Tb hexokinase: 0; zVAD death inh: -0.1; 14-3-3 Bad PPI: 6[fluorescence artefact?]; NCF1 inh: -2; Runt-CBFb FRET: -1; Hck-Nef inh: 0; Runt-SMMHC FRET: -3; Mdm2 ligase inh: -14; EBV gp42 inh: -11

How did NS(=O)(=O)c1ccc(O)c(NC(=O)c2ccc([N+](=O)[O-])cc2)c1 do in these assays?
Tb hexokinase: -9; zVAD death inh: 1.2; 14-3-3 Bad PPI: -6; NCF1 inh: -3; Runt-CBFb FRET: 3; Hck-Nef inh: 3; Runt-SMMHC FRET: 1; Mdm2 ligase inh: -17; EBV gp42 inh: 5

The list itself, from the first entry:
Results for Cc1ccc[n+](CC(=O)Nc2cc(C(F)(F)F)ccc2Cl)c1 ?
Tb hexokinase: 0; zVAD death inh: -0.1; 14-3-3 Bad PPI: 6[fluorescence artefact?]; NCF1 inh: -2; Runt-CBFb FRET: -1; Hck-Nef inh: 0; Runt-SMMHC FRET: -3; Mdm2 ligase inh: -14; EBV gp42 inh: -11

How did NS(=O)(=O)c1ccc(O)c(NC(=O)c2ccc([N+](=O)[O-])cc2)c1 do in these assays?
Tb hexokinase: -9; zVAD death inh: 1.2; 14-3-3 Bad PPI: -6; NCF1 inh: -3; Runt-CBFb FRET: 3; Hck-Nef inh: 3; Runt-SMMHC FRET: 1; Mdm2 ligase inh: -17; EBV gp42 inh: 5

Results for CSC1=C(C#N)C(c2ccc(Cl)cc2)C2=C(CC(C)(C)CC2=O)N1 (stereo not given) ?
14-3-3 Bad PPI: -2; NCF1 inh: -3; Runt-CBFb FRET: -1; Runt-SMMHC FRET: 1; Mdm2 ligase inh: -7; EBV gp42 inh: -10

What do the screens show for `C/C(=N\NS(C)(=O)=O)c1ccc(C)cc1`?
Tb hexokinase: -3; zVAD death inh: 0.0; 14-3-3 Bad PPI: 0[fluorescence artefact?]; NCF1 inh: -8; Runt-CBFb FRET: -2; Hck-Nef inh: 9; Runt-SMMHC FRET: 0; Mdm2 ligase inh: -13; EBV gp42 inh: -21

Results for COc1ccc(N=C2NC(=O)/C(=C\c3ccco3)S2)cc1 ?
Tb hexokinase: 0; zVAD death inh: 0.5; 14-3-3 Bad PPI: 0; NCF1 inh: -18; Runt-CBFb FRET: -1; Hck-Nef inh: 61*; Runt-SMMHC FRET: -20; Mdm2 ligase inh: -9; EBV gp42 inh: 32

What do the screens show for `COc1ccc(NC(=O)CCSc2ccc(C)cc2)cc1S(=O)(=O)Nc1ccccc1Cl`?
Tb hexokinase: 9; zVAD death inh: 1.9; 14-3-3 Bad PPI: -8; NCF1 inh: -3; Runt-CBFb FRET: 2; Hck-Nef inh: 2; Runt-SMMHC FRET: 1; Mdm2 ligase inh: -12; EBV gp42 inh: 5

Results for COc1cccc(/C=N/NC(=O)c2cnccn2)c1OC ?
Tb hexokinase: -30; zVAD death inh: 0.5; 14-3-3 Bad PPI: -1; NCF1 inh: -2; Runt-CBFb FRET: 2; Hck-Nef inh: 7; Runt-SMMHC FRET: 4; Mdm2 ligase inh: -4; EBV gp42 inh: -7

Results for COc1ccc(OC)c(Nc2ncnc3sc(-c4ccccc4)cc23)c1 ?
Tb hexokinase: -4; zVAD death inh: 2.0; 14-3-3 Bad PPI: 80*[fluorescence artefact?]; NCF1 inh: -15; Runt-CBFb FRET: -1; Hck-Nef inh: 3; Runt-SMMHC FRET: -1; Mdm2 ligase inh: -7; EBV gp42 inh: -18

Results for COc1ccc(Nc2nc(NN)nc(C)c2[N+](=O)[O-])cc1 ?
Tb hexokinase: -18; zVAD death inh: 4.9; 14-3-3 Bad PPI: -28; NCF1 inh: -3; Runt-CBFb FRET: 6; Hck-Nef inh: 18; Runt-SMMHC FRET: -7; Mdm2 ligase inh: 5; EBV gp42 inh: -17

What do the screens show for `O=C1NC[C@@H](Cc2cccc3ccccc23)N(CCc2cc(C(F)(F)F)cc(C(F)(F)F)c2)C1=O`?
Tb hexokinase: -6; zVAD death inh: 0.0; 14-3-3 Bad PPI: -1; NCF1 inh: -20; Runt-CBFb FRET: -8; Hck-Nef inh: 29; Runt-SMMHC FRET: -2; Mdm2 ligase inh: 5; EBV gp42 inh: -18

What do the screens show for `CSc1nc(C)cc(-n2cc(F)c(=O)[nH]c2=O)n1`?
Tb hexokinase: 8; zVAD death inh: 0.1; 14-3-3 Bad PPI: 13; NCF1 inh: -1; Runt-CBFb FRET: 2; Hck-Nef inh: 1; Runt-SMMHC FRET: 0; Mdm2 ligase inh: 2; EBV gp42 inh: 1

How did O=c1c2c3c(sc2n2c(=S)[nH]nc2n1-c1ccccc1)CCC3 do in these assays?
Tb hexokinase: -12; zVAD death inh: 0.8; 14-3-3 Bad PPI: -4; NCF1 inh: -6; Runt-CBFb FRET: 8; Hck-Nef inh: -1; Runt-SMMHC FRET: 12; Mdm2 ligase inh: -8; EBV gp42 inh: -5

How did CN(C(=O)c1cnccn1)c1nnc(-c2cnccn2)s1 do in these assays?
Tb hexokinase: -50; zVAD death inh: 2.2; 14-3-3 Bad PPI: 10; NCF1 inh: -4; Runt-CBFb FRET: 0; Hck-Nef inh: 2; Runt-SMMHC FRET: -1; Mdm2 ligase inh: 0; EBV gp42 inh: -29

Results for COc1ccc(OC)c(CN2CCCC(CO)C2)c1 (stereo not given) ?
Tb hexokinase: 0; zVAD death inh: 1.0; 14-3-3 Bad PPI: 25; NCF1 inh: -11; Runt-CBFb FRET: 0; Hck-Nef inh: -3; Runt-SMMHC FRET: -3; Mdm2 ligase inh: -16; EBV gp42 inh: -32

Results for CC1CCC(NC(=O)CN2C(=O)COc3ccc(S(=O)(=O)N4CCCC4)cc32)CC1 (stereo not given) ?
Tb hexokinase: -2; zVAD death inh: -0.1; 14-3-3 Bad PPI: 7; NCF1 inh: 0; Runt-CBFb FRET: -1; Hck-Nef inh: 3; Runt-SMMHC FRET: 2; Mdm2 ligase inh: -10; EBV gp42 inh: -9

How did CCc1cccc2c(SCC(=O)NCC3CCCO3)nc(-c3ccc(F)cc3)nc12 (stereo not given) do in these assays?
Tb hexokinase: -16; zVAD death inh: 0.6; 14-3-3 Bad PPI: 9; NCF1 inh: -19; Runt-CBFb FRET: 0; Hck-Nef inh: 2; Runt-SMMHC FRET: 2; Mdm2 ligase inh: 6; EBV gp42 inh: -10

What do the screens show for `COc1ccccc1Nc1nc(NCC2CCCO2)c2ccccc2n1` (stereo not given)?
Tb hexokinase: -4; zVAD death inh: -0.8; 14-3-3 Bad PPI: -4; NCF1 inh: -20; Runt-CBFb FRET: 1; Hck-Nef inh: 17; Runt-SMMHC FRET: -1; Mdm2 ligase inh: -17; EBV gp42 inh: -5

Results for Cc1ccc(C(=O)N[C@H](C(=O)OCC(=O)c2ccc[nH]2)C(C)C)cc1 ?
Tb hexokinase: -1; zVAD death inh: 0.4; 14-3-3 Bad PPI: 5[fluorescence artefact?]; NCF1 inh: 2; Runt-CBFb FRET: -5; Hck-Nef inh: 1; Runt-SMMHC FRET: 0; Mdm2 ligase inh: 13; EBV gp42 inh: -9

How did Nc1nsc2ccccc12 do in these assays?
Tb hexokinase: 25; zVAD death inh: 31; 14-3-3 Bad PPI: 4; NCF1 inh: -13; Runt-CBFb FRET: -1; Hck-Nef inh: 3; Runt-SMMHC FRET: 2; Mdm2 ligase inh: -14; EBV gp42 inh: -14

What do the screens show for `COc1ccc(N2CCN(c3oc(COc4ccccc4)nc3C#N)CC2)cc1`?
Tb hexokinase: -1; zVAD death inh: 0.8; 14-3-3 Bad PPI: 4; NCF1 inh: -11; Runt-CBFb FRET: -2; Hck-Nef inh: 2; Runt-SMMHC FRET: 0; Mdm2 ligase inh: -26; EBV gp42 inh: -13

What do the screens show for `COC(=O)CSc1cc([N+](=O)[O-])cc2c1c(C1OCCO1)nn2-c1ccccc1`?
Tb hexokinase: 1; zVAD death inh: 0.1; 14-3-3 Bad PPI: -3; NCF1 inh: -8; Runt-CBFb FRET: -2; Hck-Nef inh: 7; Runt-SMMHC FRET: -15; Mdm2 ligase inh: -4; EBV gp42 inh: -9

Results for N#Cc1ccc(OCC(=O)N/N=C/C2CC=CCC2)cc1 (stereo not given) ?
Tb hexokinase: 4; zVAD death inh: 2.4; 14-3-3 Bad PPI: -2; NCF1 inh: -13; Runt-CBFb FRET: -1; Hck-Nef inh: 1; Runt-SMMHC FRET: 2; Mdm2 ligase inh: -5; EBV gp42 inh: -7

Results for O=C(N/N=C\c1ccc(F)cc1)c1csnn1 ?
Tb hexokinase: -1; zVAD death inh: -0.1; 14-3-3 Bad PPI: 89*; NCF1 inh: -2; Runt-CBFb FRET: 19; Hck-Nef inh: 1; Runt-SMMHC FRET: 5; Mdm2 ligase inh: -22; EBV gp42 inh: -21

What do the screens show for `Cc1nn(C)c(Cl)c1S(=O)(=O)N1CCC(CO)(CCc2ccccc2)CC1`?
Tb hexokinase: -2; zVAD death inh: 4.8; 14-3-3 Bad PPI: 3; NCF1 inh: 7; Runt-CBFb FRET: 0; Hck-Nef inh: 11; Runt-SMMHC FRET: -2; Mdm2 ligase inh: 0; EBV gp42 inh: -4

How did COc1ccc2c(=O)c(-c3nc(C)cs3)coc2c1 do in these assays?
Tb hexokinase: -6; zVAD death inh: -0.5; 14-3-3 Bad PPI: 1; NCF1 inh: 9; Runt-CBFb FRET: -2; Hck-Nef inh: 1; Runt-SMMHC FRET: -2; Mdm2 ligase inh: -54; EBV gp42 inh: -10

What do the screens show for `O=C(O)c1ccccc1-c1ccccc1C(=O)Nc1cccc(O)c1`?
Tb hexokinase: 3; zVAD death inh: 12; 14-3-3 Bad PPI: -6; NCF1 inh: 0; Runt-CBFb FRET: -1; Hck-Nef inh: 20; Runt-SMMHC FRET: -3; Mdm2 ligase inh: -4; EBV gp42 inh: -24

Results for CCCCCN(C(=O)CN(C)Cc1ccc(OC)cc1OC)c1c(N)n(CCCC)c(=O)[nH]c1=O ?
Tb hexokinase: 5; zVAD death inh: -0.3; 14-3-3 Bad PPI: 3; NCF1 inh: -22; Runt-CBFb FRET: 2; Hck-Nef inh: 2; Runt-SMMHC FRET: 4; Mdm2 ligase inh: -1; EBV gp42 inh: -19

Results for O=C(CSCc1ccccc1F)NCc1ccccc1 ?
Tb hexokinase: -1; zVAD death inh: -0.2; 14-3-3 Bad PPI: -3; NCF1 inh: -6; Runt-CBFb FRET: 1; Hck-Nef inh: 18; Runt-SMMHC FRET: -4; Mdm2 ligase inh: -9; EBV gp42 inh: -2

How did O=c1[nH]c(CSc2ncnc3sccc23)nc2cc(C(F)(F)F)ccc12 do in these assays?
Tb hexokinase: -9; zVAD death inh: 0.6; 14-3-3 Bad PPI: -9; NCF1 inh: -47; Runt-CBFb FRET: -1; Hck-Nef inh: 9; Runt-SMMHC FRET: -3; EBV gp42 inh: -31

How did Cc1cc(C)cc(NC(=O)c2ccccc2CC[N+](=O)[O-])c1 do in these assays?
Tb hexokinase: 1; zVAD death inh: 1.9; 14-3-3 Bad PPI: 0; NCF1 inh: -11; Runt-CBFb FRET: -3; Hck-Nef inh: 1; Runt-SMMHC FRET: 4; Mdm2 ligase inh: 13; EBV gp42 inh: -8

Screens: PubChem BioAssay, several laboratories
